# Peg3 imprint: inducers of genomic imprint erasure in mouse ES cells | AID 1948 | mouse ES Peg3-LacZ reporter, beta-gal luminescence, 40 h | 0.02% of 110,000 active | Potency, µM (doses to about 60.7 µM), for the others: at the highest dose activity change, positive = activation, usual class: activators;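 further: 0% = negative control wells on the plate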
#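 Readout: BetaGlo luminescence (5 min, room temp) for LacZ from the normally silent maternal Peg3 allele in female Peg3LacZ-Neo ES cells. Cells 300/well, 40 h, 37C, 5% CO2. Data normalized per plate to negative controls.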
# p53ts 39C tox: kills p53ts cells at the nonpermissive temperature. H1299-p53A138V viability at 39C, ATP luminescence, 24 h. Potency, µM (doses to about 46.1 µM), without a hit: top-dose activity change, negative = cell killing, actives largely listed as cytotoxic. 1.5% of 130,000 active. AID 902; further: nearly all actives have a fitted effect of over 55% in size
# p53ts 32C tox: p53ts cell cytotoxicity, permissive temperature. H1299-p53A138V at 32C, ATP luminescence viability, 24 h. AID 924. 0.93% of 130,000 active. Potency, µM (top dose mostly 46.1 µM), for the others: at the highest dose activity change, negative = cytotoxicity, usual class: cytotoxic;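 further: 0% = DMSO and -100% = full killing by reference compound; nearly all actives have a fitted effect of over 55% in size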
#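 Viability by ATPlite luminescence after 24 h compound treatment (up to 46 uM) at the permissive 32C. Cells are H1299 carrying p53 A138V. Scale runs from DMSO basal to 100 uM tamoxifen as full kill; AC50 from Hill fits.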
# IkB sig inh: suppresses IkB signaling in ABC-DLBCL reporter cells. ABC-DLBCL IkBa-CBG/CBR dual luciferase ratio, 4 h; response scale: scaled: untreated 0%, proteasome inhibitor 100%. 0.04% of 110,000 active. Potency, µM (highest dose often 57.1 µM), for inactives: at the top dose IkBa stabilization activation; active means well fitted curve in the direction sought with a large enough effect in the signal ratio, not every such curve was filed as active; inconclusive means small, poorly fitted or top-dose-only effect, or a change in a side signal; the % refers to the signal ratio;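 further: the direction sought is a rising ratio; 0% = basal untreated cells and 100% = reference inhibitor full response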
#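 Curves were fitted separately to fusion (green), unfused (red) and ratio luminescence, then classed by r2, magnitude and activity. Cells: OCI-Ly3, 4 h compound plus doxycycline at 37C; 10 uM MG-132 defined full response.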
# Numbers without * were called inactive; ? = inconclusive; nt = not tested or not shown; [ ] = another dose, or the depositor's remark. Unless noted, the call rests on the fitted dose curve; in most records, active means well fitted curve in the direction sought with a large enough effect; inconclusive means small, poorly fitted or top-dose-only effect, or another doubt; inactive means no such curve, though single readings can be large; an effect the other way counts as inactive or inconclusive. Unless noted, on the % scale 0 is the no-effect control and ±100 the full control effect; potency means the concentration at half of the fitted maximal effect.
SMILES,Peg3 imprint,p53ts 39C tox,p53ts 32C tox,IkB sig inh
N#Cc1nc(-c2ccco2)oc1N1CCN(Cc2ccccc2)CC1,-11%,3%,0%,0.9%
CCN(C(=O)c1cc2c(Cl)nc3ccc(C)cc3c2s1)c1cc(OC)ccc1OC,-17%[10.9 µM],-8%,8%,?
CCc1ccccc1NC(=O)C(=O)c1cc(C)n(-c2ccccc2F)c1C,29%[10.9 µM],-26%,0%,36%
CN1CC=C2C(C#N)=C(N)C(C#N)(C#N)C(c3cccc(Cl)c3Cl)C2C1 (stereo unspecified),-17%,-3%,-9%,4.8%
O=C(NC1CCCc2ccccc21)C1CCCO1 (stereo unspecified),nt,-4%,6%,nt
O=C(COC(=O)CCS(=O)(=O)c1ccc(Cl)cc1)NCCc1ccccc1,nt,10%,5%,nt
Cc1ccc(OCc2nn3c(-c4ccco4)nnc3s2)cc1,2%,-1%,1%,-1.8%
COCCCN1C(=O)C(=O)/C(=C(/O)c2ccc3c(c2)OCCO3)C1c1ccc(C(=O)OC)cc1 (stereo unspecified),-3%,5%,2%,0.6%
CCc1nn2c(=O)cc(COC(=O)c3cccs3)nc2s1,-15%[10.9 µM],-14%,-1%,?
CCOC(=O)c1cnc2cc(-c3ccc(Cl)cc3)nn2c1-c1ccccc1,-8%[10.9 µM],20%,-1%,-0.8%
CCCNc1nc2c(c(=O)[nH]c(=O)n2C)n1CCCc1ccccc1,-5%,-3%,-5%,-0.2%
Cc1ccc(-n2c(=O)c3cccnc3n2CC(=O)NCc2ccc(Cl)cc2)cc1,-8%[10.9 µM],-10%,-10%,4.5%
Cc1ccc(Cl)cc1NC(=O)CSCc1cnn(-c2ccccc2)c1-n1cccc1,-2%[10.9 µM],-28%,-4%,?
COc1ccc2nc3sc(C(=O)NCc4cccs4)c(N)c3cc2c1,-4%,-29%,-14%,?
CC1=C(C(=O)Nc2cccc(F)c2)C2(CCCCC2)OC1=O,-8%[10.9 µM],-11%,17%,1.5%
CC1Cc2ccccc2N1C(=O)c1ccnc(C(C)(C)C)c1 (stereo unspecified),?,12%,12%,5.2%
CCC(C)NC(=O)C1CN(S(=O)(=O)c2ccccc2)CCN1S(=O)(=O)c1ccccc1 (stereo unspecified),-10%,0%,-6%,-0.8%
Cc1c(C(=O)N2CCC(C)CC2)sc2ncnc(N(C)c3ccccc3)c12,nt,2%,-8%,nt
Cc1cc(-c2ccco2)n(CC(=O)NCc2ccco2)n1,-3%,9%,1%,-3.2%
Cc1ccc(N2CC(C(=O)Nc3ccccn3)CC2=O)cc1 (stereo unspecified),7%,4%,5%,1.0%
COc1ccc(C(=O)NC(C(=O)NCc2ccccn2)C(C)C)cc1 (stereo unspecified),-15%,-5%,-4%,1.2%
CO[C@]1(NC(=O)[C@H](C(=O)O)c2ccc(O)cc2)C(=O)N2C(C(=O)O)=C(CSc3nnnn3C)CO[C@H]21,-5%[16.8 µM],8%[20.6 µM],1%[20.6 µM],-0.2%[25.6 µM]
CC1=C(c2ccc(F)cc2)S(=O)(=O)NC1=NCc1ccccc1F,-9%[10.9 µM],-5%,9%,-0.6%
CCOc1ccccc1NC=C1C(=O)OC(C)(C)OC1=O,-11%,8%,6%,-5.0%
O=C(NC1CC1)c1cccc(Nc2ccc(-c3ccc4c(c3)OCCO4)nn2)c1,nt,10µM*,20µM*,?
COc1ccc(-c2cc3ccccc3n2CC(O)CN2CCOCC2)cc1 (stereo unspecified),7%,-17%,-14%,0.9%
CCCCNC(=O)Cn1c(=O)cc(C)c2c(C)nn(-c3cccc(Cl)c3C)c21,2%[10.9 µM],-3%,6%,-3.0%
CN(C)c1oc(COc2ccccc2F)nc1C#N,-25%,-1%,4%,1.1%
COc1ccc2oc(=O)c(C(=O)NCCc3c(C)[nH]c4c(Cl)cccc34)cc2c1,7%[10.9 µM],-12%,-12%,1.5%
Cc1ccc(C)c(NC2=NCC(=O)N2C2CCCCC2)c1,nt,5%,0%,nt
COc1ccc(C(C)=O)cc1COC(=O)Cn1cnc2ccccc2c1=O,-5%,-2%,-1%,0.1%
Cc1ccc(S(=O)(=O)CCc2nc3ccccc3s2)cc1,nt,9%,-6%,nt
COc1ccc(CN2C(=O)CN=C2Nc2ccc(C)cc2C)cc1,-4%,-6%,-4%,-0.1%
Cc1ccc(CNc2nc3c(c(=O)n(C)c(=O)n3C)n2Cc2ccc(Cl)cc2)cc1,-9%[10.9 µM],-7%,-2%,?
CCOC(=O)Nc1nnc(-c2cccc(OC)c2)s1,-5%,6%,-4%,-1.5%
Cc1ccccc1-c1n[nH]c(=S)n1/N=C/c1c(C)nn(-c2ccccc2)c1C,nt,23%,26%,nt
COc1ccc(Nc2nc(-c3ccccc3)c3cc(Br)ccc3n2)cc1,-4%[10.9 µM],8%,9%,-0.2%
COc1ccccc1CCNC(=O)c1cccn1-c1nnc(N2CCCCC2)s1,14%[10.9 µM],3%,-7%,?
COc1ccc(OC)c(Nc2cc(C(=O)NCc3ccccc3)c3ccccc3n2)c1,-12%[10.9 µM],-10%,-20%,0.5%
C=CCNc1ncnc2ccc(Br)cc12,-10%,-7%,4%,-2.6%
CC(NC(=O)c1ccc(Nc2nc3ccccc3n3nnnc23)cc1)c1ccccc1 (stereo unspecified),-4%[10.9 µM],10%,-4%,?
CCc1ccc(-n2cnc3cc(C(=O)NCc4ccc(C)cc4)ccc32)cc1,19%[10.9 µM],-8%,16%,5.1%
Cc1ccccc1Oc1ccc(S(=O)(=O)NCCC(=O)O)cc1,-11%,-11%,-8%,-0.5%
COc1ccc(-c2cc(C(=O)O)n(Cc3ccccc3)n2)cc1,-10%[10.9 µM],5%,5%,-0.4%
O=C(NCCN1CCCC1=O)Nc1ccccc1,9%,9%,3%,-0.5%

# Three compounds out of the list above, arranged by their value in IkB sig inh, rising:
smiles	IkB sig inh
COc1ccc(-c2cc(C(=O)O)n(Cc3ccccc3)n2)cc1	-0.4%
COc1ccc(Nc2nc(-c3ccccc3)c3cc(Br)ccc3n2)cc1	-0.2%
COc1ccc(C(C)=O)cc1COC(=O)Cn1cnc2ccccc2c1=O	0.1%

# (more compounds)
SMILES,Peg3 imprint,p53ts 39C tox,p53ts 32C tox,IkB sig inh
COc1ccccc1NC(=O)CSc1ncc(CO)n1Cc1ccc(F)cc1,-3%[10.9 µM],-9%,6%,1.2%
Cn1cccc1C(=S)N=P(C1CCCCC1)(N1CCOCC1)N1CCOCC1,-6%,0%,11%,0.5%
COc1cc(C(=O)Nc2ccc(NC(=O)c3ccco3)nc2)cc(OC)c1OC,-7%,8%,-2%,0.6%
N#Cc1c(NC(=O)c2ccccc2)sc2c1CCCCC2,nt,-3%,-11%,nt
COc1ccc(CCNC(=O)c2nc(SCc3ccc(F)cc3)ncc2Cl)cc1OC,-15%[10.9 µM],-13%,-1%,9.8%
CCOc1ccc(NC(=O)CSc2nc3cccnc3n2CC)cc1,-12%,-13%,-5%,0.8%
CC/C(C)=N\N=C\c1c(O)n(CC)c2cc(C3=NNC(=O)CC3)ccc12,nt,5%,-5%,nt
CC(C)c1cnc2c(c1SCC(=O)Nc1ccc(OC(F)(F)F)cc1)c(=O)n(C)c(=O)n2C,30%[10.9 µM],-22%,-1%,?
CC(C)c1ccc(NC(=O)Cn2c(=O)n(CC3CCC(C(=O)NCCc4ccccc4)CC3)c(=O)c3ccccc32)cc1 (stereo unspecified),-11%[10.9 µM],-6%,1%,-1.6%
O=C(Cn1[nH]c(=O)c2ccccc2c1=O)NCc1cccnc1,-4%,10%,2%,0.8%
CC1=C(C(=O)OC2CCCCCCC2)C(c2cccc(O)c2)NC(=O)N1 (stereo unspecified),-13%,15%,14%,?
CCCC(=O)NCCc1c2n(c3ccc(OC)cc13)CCCc1ccccc1-2,-23%,18%,?,-1.6%
N#Cc1nc(COc2ccccc2F)oc1NCc1ccc(F)cc1,-8%,-10%,4%,-1.3%
COc1ccc(N2CCN(C(=O)c3ccc4c(=O)n(CC5CCCO5)c(=O)[nH]c4c3)CC2)cc1 (stereo unspecified),-12%,-15%,-4%,-0.7%
COC(=O)c1cc2nc(-c3ccc(OC)c(OC)c3)cc(C(F)(F)F)n2n1,-7%,3%,-9%,-3.1%

# A draw from above in order of count of non-hydrogen atoms, largest number first.
SMILES,Peg3 imprint,p53ts 39C tox,p53ts 32C tox,IkB sig inh
CC(NC(=O)c1ccc(Nc2nc3ccccc3n3nnnc23)cc1)c1ccccc1 (stereo unspecified),-4%[10.9 µM],10%,-4%,?
O=C(NC1CC1)c1cccc(Nc2ccc(-c3ccc4c(c3)OCCO4)nn2)c1,nt,10µM*,20µM*,?
CC1=C(C(=O)OC2CCCCCCC2)C(c2cccc(O)c2)NC(=O)N1 (stereo unspecified),-13%,15%,14%,?

# More records:
SMILES,Peg3 imprint,p53ts 39C tox,p53ts 32C tox,IkB sig inh
Cc1ccccc1CN1CCC(CNC(=O)c2cc3ccc4cccnc4c3[nH]2)CC1,-10%[10.9 µM],?,?,?
COc1ccc(-c2cc(OC(=O)c3ccccc3Cl)c3c(C)oc(C)c3c(=O)c2)cc1OC,7%[10.9 µM],-6%,0%,-2.7%
O=C(Nc1ccccc1F)C(=Cc1sc(N2CCOCC2)nc1-c1ccccc1)C(=O)Nc1ccccc1F,nt,-15%,-12%,nt
CCN(CC)C(=O)CSc1nc2cc3c(cc2c(=O)n1Cc1ccc(C(=O)NCCc2ccc(OC)c(OC)c2)cc1)OCO3,?,-10%,16%,-1.4%
C=CCOc1cccc(C2c3c(oc4ccccc4c3=O)C(=O)N2c2ccccn2)c1 (stereo unspecified),-2%,-14%,-22%,-0.5%
COc1ccc(NC(=O)CS(=O)CC(=O)NCc2cccc(C(F)(F)F)c2)cc1 (stereo unspecified),-9%,-1%,8%,0.7%
Cc1cccc(N2CCN(C(=O)CN3C(=O)CSc4c3c(C)nn4-c3ccccc3)CC2)c1C,-11%[10.9 µM],-6%,0%,?
CC1CN(c2oc(-c3ccco3)nc2S(=O)(=O)c2ccccc2)CC(C)O1 (stereo unspecified),-6%,7%,3%,1.8%
N/C(CC/C(N)=N/O)=N\O,-2%[10.9 µM],6%[9.22 µM],3%[9.22 µM],0.5%[11.4 µM]
COc1ccccc1-c1noc(-c2ccc(N3CCN(c4ccccc4)CC3)c([N+](=O)[O-])c2)n1,10%[10.9 µM],-19%,-9%,?
COc1ccc(N2CCN(C(=O)c3ccc(CNc4c(N5CCOCC5)c(=O)c4=O)cc3)CC2)cc1,-26%,-1%,6%,-1.0%
COc1ccc(NC(=O)c2ccc3c(c2)c(C)c(C)n3Cc2ccc(F)cc2)c(OC)c1,-12%[10.9 µM],16%,0%,-2.4%
CC(C(=O)NCc1ccccc1)N1C(=O)C2CC=C(Cl)CC2C1=O (stereo unspecified),26%,14%,10%,-5.5%
CN(C)CCN1C(=O)C(O)=C(C(=O)c2ccco2)C1c1ccccc1F (stereo unspecified),-1%,7%,4%,1.1%
COc1ccc(C2CC(c3cccc(C)c3)n3nc(N)nc3N2)cc1 (stereo unspecified),-13%,-3%,5%,-1.4%
CCOc1ccccc1CNC(=O)CCCn1ncn2c(cc3occc32)c1=O,-14%[10.9 µM],-14%,2%,?
COc1ccccc1CNC(=O)COC(=O)c1ccc(S(=O)(=O)N2CCCC2)cc1,-4%,-3%,-5%,1.1%
CSc1ccc(CCNc2ncnc3onc(C)c23)cc1,-12%[10.9 µM],-30%,-12%,?
CCn1c(Cc2ccccc2)nnc1SCC(=O)Nc1cc(C)on1,8%,8%,8%,3.4%
COC(=O)[C@@]1(Cc2ccc(OC)cc2)[C@H]2c3cc(C(=O)N(C)C)n(CCF)c3C[C@H]2CN1C(=O)c1ccccc1,2%,2%,4%,nt
Cc1cc(NS(=O)(=O)c2ccc(NC(=O)CCc3ccccc3)cc2)no1,-14%,-6%,0%,1.6%
COc1ccc(N2C(=O)NC3CC2(C)Oc2ccc(Cl)cc23)cc1OC (stereo unspecified),-16%,-2%,14%,-1.6%
CC(=O)OC[C@H]1O[C@@H](O/N=C(\C)CCC(=O)OC[C@@H]2O[C@H](C#Cc3ccccc3)C=C[C@@H]2Oc2ccc(C)cc2)[C@H](OC(C)=O)[C@@H](OC(C)=O)[C@H]1OC(C)=O,nt,-4%[9.22 µM],5%[9.22 µM],nt

# Grouped by structure: the entries above with bromine (2)
SMILES,Peg3 imprint,p53ts 39C tox,p53ts 32C tox,IkB sig inh
COc1ccc(Nc2nc(-c3ccccc3)c3cc(Br)ccc3n2)cc1,-4%[10.9 µM],8%,9%,-0.2%
C=CCNc1ncnc2ccc(Br)cc12,-10%,-7%,4%,-2.6%
